# KOR beta-arrestin-1: KOR agonists, beta-arrestin recruitment, primary screen, cell-based, luminescence, uHTS (AID 1777). Kappa-type opioid receptor (Homo sapiens). KOR beta-arrestin recruitment, luminescence; higher % means a stronger effect. activation, % at 10 µM, or EC50 in µM where a hit was titrated. 280,000 compounds, 0.02% hits; in the data active = activation above about 50%, passing the limit was not always enough; note: a part of the inactive calls stands beside numbers as strong as those of hits
# NOD1 inhibition: NOD1 signaling inhibitors, primary screen, cell-based, luminescence, uHTS (AID 1578); 290,000 compounds, 1% hits; NOD1-driven NF-kB luciferase reporter cells, luminescence; higher % means a stronger effect; inhibition, % at 4 µM, or EC50 in µM where a hit was titrated; in the data active = inhibition mostly above about 36%, no sharp cut-off; inactive = mostly below about 34%;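 note: HEK-293T reporter cells stimulated with the NOD1 agonist gamma-tri-DAP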
# GPR55 antagonists: GPR55 antagonists blocking LPI-driven arrestin recruitment, primary screen, imaging, U2OS, beta-arrestin-GFP, LPI agonist (AID 2013); G-protein coupled receptor 55 (Homo sapiens); U2OS GPR55 beta-arrestin-GFP translocation imaging, LPI antagonism; higher % means a stronger effect; inhibition, % at 10 µM; hits with a dose series show IC50 in µM; 290,000 compounds, 0.13% hits;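 active = spots per cell inhibited over 60%, with over 100 cells counted and total cytoplasm intensity under 500,000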;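 note: U2OS cells stably carrying GPR55 and arrestin-GFP stimulated by 5 µM LPI near EC80; imaged beta-arrestin-GFP aggregate spots per cell after agonist stimulation; plate controls were LPI-stimulated DMSO wells for no effect and DMSO wells without LPI for full effect; some results filed as inactive read as strong as hits; confirmed hits need IC50 under 10 µM and bright autofluorescent wells are also inconclusive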
# West Nile antiviral: West Nile virus antiviral activity, cell-based, CPE readout (AID 1621); 290,000 compounds, 0.02% hits; CPE inhibition, % at 10 µM, or IC50 in µM where a hit was titrated; West Nile virus-infected cells, CPE inhibition; higher % means a stronger effect; in the data active = a potency from the dose series; note: strong numbers were not always called active
# NS5 inhibitors: Dengue-2 NS5 methyltransferase inhibitors, primary screen, biochemical, confirmation dose response (AID 588689). Genome polyprotein (Dengue virus type 2 (strain 16681-PDK53)). Dengue-2 NS5 methyltransferase capping enzyme assay, biochemical; higher % means a stronger effect. inhibition, % at 25 µM, or IC50 in µM where a hit was titrated. 340,000 compounds, 0.3% hits; in the data active = a potency from the dose series
# GPR55 beta-arrestin: GPR55 agonists via beta-arrestin recruitment, primary screen, imaging, U2OS cells, beta-arrestin-GFP redistribution (AID 1961) | G-protein coupled receptor 55 (Homo sapiens) | 290,000 compounds, 0.048% hits | U2OS GPR55 beta-arrestin-GFP redistribution imaging; higher % means a stronger effect | one-dose activation, % at 10 µM; EC50 in µM for titrated hits;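 active = activation above 40% with more than 50 cells counted in the well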;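 note: U2OS osteosarcoma cells stably expressing GPR55 and beta-arrestin-GFP; plate controls were DMSO negative control for no effect and LPI positive control for full effect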
# KOR beta-arrestin-2: KOR antagonists, beta-arrestin recruitment, cell-based, luminescence, uHTS (AID 1778); 290,000 compounds, 0.091% hits; inhibition, % at 10 µM; hits with a dose series show IC50 in µM; KOR beta-arrestin recruitment, luminescence, antagonist mode; higher % means a stronger effect; in the data active = inhibition above about 50%; note: strong numbers were not always called active
# GPR35 antagonists: GPR35 antagonists blocking zaprinast-driven arrestin recruitment, primary screen, imaging, U2OS, beta-arrestin-GFP, zaprinast agonist (AID 2058). G-protein coupled receptor 35 (Homo sapiens). U2OS GPR35 beta-arrestin-GFP translocation imaging, zaprinast antagonism; higher % means a stronger effect. inhibition, % at 10 µM, or IC50 in µM where a hit was titrated. 290,000 compounds, 0.052% hits;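 active = inhibition of at least 50% with at least 30 cells and total cytoplasm GFP at most 10,000,000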
# HIV fusion peptide: inhibitors of HIV fusion peptide binding, primary screen, biochemical, uHTS, fluorescence dequenching (AID 1986). 290,000 compounds, 0.3% hits. cell-free peptide binding, fluorescence dequenching, 30 min; higher % means a stronger effect. one-dose inhibition, % at 20 µM; IC50 in µM for titrated hits; in the data active = inhibition mostly above about 52%, no sharp cut-off; inactive = mostly below about 76%; note: some results filed as inactive read as strong as hits
# * marks the source's active call; other numbers are inactive results; . = not tested or not shown; [ ] = dose if it differs, or a comment. The list is partial, so the mix of outcomes need not match the whole.
(1) CCOc1cc(-c2nc(-c3ccc(C)nc3OCC)no2)cc(OCC)c1OCC
(2) CN(C(=O)c1cccc(C#N)c1)c1nnc(-c2ccncc2)s1
(3) COc1cc2c(c(OC)c1)C(c1cccc(OC)c1OC)CC(=O)N2 (centres undefined)
(4) O=C(c1cc(-c2cccc(O)c2)on1)N1CCOCC1
(5) O=C(NCCN1CCCC1)c1ccc2c(c1)N(Cc1ccccc1)C(=O)c1ccccc1S2(=O)=O
(6) O=C(O)CCNS(=O)(=O)c1ccc2c(c1)CCCC2
(7) CCN(CC(=O)Nc1ccc(NC(C)=O)cc1)C(=O)CCN1C(=O)c2cccc([N+](=O)[O-])c2C1=O
(8) COc1ccc(-n2c(C)nc3cc(C(=O)NCc4ccco4)ccc32)cc1
Compound	1	2	3	4	5	6	7	8
KOR beta-arrestin-1	18%	2.6%	-1.7%	-2.4%	-4.6%	0.8%	2.9%	-1.4%
NOD1 inhibition	-26%	-17%	-16%	-22%	-30%	4%	-15%	-12%
GPR55 antagonists	-13%	2%	1%	5%	11%	16%	3%	0%
West Nile antiviral	1.9%	0.1%	1.5%	0.3%	-0.9%	0.3%	1.0%	-0.2%
NS5 inhibitors	-6%	0%	1%	-1%	-5%	0%	-3%	5%
GPR55 beta-arrestin	0.2%	-0.3%	-0.4%	0.3%	-0.1%	0.0%	-0.1%	0.0%
KOR beta-arrestin-2	5%	-14%	-9%	16%	-5%	14%	-34%	20%
GPR35 antagonists	1%	10%	6%	-12%	-14%	-2%	-15%	-4%
HIV fusion peptide	-0.6%	1.1%	1.3%	0.2%	-1.0%	-2.6%	1.8%	2.8%

(9) COC(=O)c1cccc(NC(=O)C2COc3ccccc3O2)c1 (centres undefined)
(10) Nc1[nH]c(=S)[nH]c(=O)c1-c1ccccc1
(11) O=C(CN(CCc1ccccc1)S(=O)(=O)c1ccc(Br)cc1)N/N=C/c1ccccc1C(=O)O
(12) CCc1nnc(NC(=O)c2cc3ccccc3oc2=O)s1
(13) N#Cc1ccc(C23CC4(C2)[C@H](CN(Cc2ccc(-c5ccccc5)cc2)[C@@H]4c2ccccc2)C3c2ccc(Cl)nc2)cc1 (some centres undefined)
(14) CC(=O)c1ccc(NC(=O)C(NC(=O)c2ccccc2)=C(C)C)cc1
(15) CCN(CC)S(=O)(=O)c1cc(C(=O)OCC(=O)Nc2cccc(Br)c2)ccc1F
(16) CC(C)(C)NCc1cc(Br)ccc1OC1CCCC1
Compound	9	10	11	12	13	14	15	16
KOR beta-arrestin-1	0.4%	-3.4%	3.5%	-5.6%	1.2%	1.8%	7.6%	-5.1%
NOD1 inhibition	-43%	-33%	-31%	-25%	-5%	-31%	-6%	-30%
GPR55 antagonists	11%	9%	-5%	3%	7%	5%	2%	7%
West Nile antiviral	0.4%	0.2%	-0.3%	-0.2%	-0.7%	-0.7%	0.2%	-0.9%
NS5 inhibitors	-7%	4%	-2%	-1%	-8%	-1%	-5%	-9%
GPR55 beta-arrestin	0.0%	0.2%	0.0%	-0.2%	0.7%	-0.3%	0.2%	0.2%
KOR beta-arrestin-2	-12%	16%	-9%	20%	20%	-8%	-12%	13%[20 µM]
GPR35 antagonists	5%	1%	-2%	-6%	0%	-5%	-10%	9%
HIV fusion peptide	-2.3%	-2.2%	35%	-1.8%	0.6%	-0.1%	-1.8%	-1.2%

(17) CC(Cc1cccs1)NC(=O)Nc1ccc([N+](=O)[O-])cc1 (centres undefined)
(18) CC(/C=N/NC(=O)c1nn(C)c(C)c1Br)=C\c1ccccc1
(19) O=C(CN1C(=O)S/C(=C\c2ccc(F)cc2)C1=O)NC1C=CS(=O)(=O)C1 (centres undefined)
(20) CC(C)CC(OC(=O)c1nsc(Cl)c1Cl)C(=O)NC1CCCC1 (centres undefined)
(21) Cc1ccc(NC(=O)C2CCN(S(=O)(=O)c3cnc[nH]3)CC2)nc1
(22) COc1ccccc1N=C1SCC(=O)N1Cc1ccco1
(23) Cc1c(/C=N/O)sc2ccccc12
(24) Cc1ccc(S(=O)(=O)N(C)C)cc1NC(=O)CCc1ccccc1
Compound	17	18	19	20	21	22	23	24
KOR beta-arrestin-1	-3.0%	3.1%	-3.3%	0.6%	0.3%	-4.0%	-1.7%	-2.8%
NOD1 inhibition	-48%	-34%	-30%	-23%	-16%	1%	4%	-15%
GPR55 antagonists	-9%	1%	2%	10%	8%	1%	8%	4%
West Nile antiviral	-0.9%	-0.4%	1.5%	-0.1%	0.1%	0.0%	0.0%	-0.2%
NS5 inhibitors	-3%	1%	1%	-2%	0%	-8%	2%	0%
GPR55 beta-arrestin	-0.7%	-0.3%	-0.2%	-0.3%	-0.1%	0.2%	-0.2%	-0.2%
KOR beta-arrestin-2	-27%	-15%	-33%	-7%	-16%	28%	25%	7%
GPR35 antagonists	-8%	18%	-6%	17%	-4%	9%	-2%	2%
HIV fusion peptide	-0.6%	-1.6%	1.4%	0.3%	1.7%	-0.7%	0.2%	-0.6%

(25) CNC(=O)c1[nH]cnc1C(=O)Nc1cccc(OC)c1
(26) O=C(COc1ccc(-c2nnco2)cc1)N1CCN(S(=O)(=O)c2ccc3ccccc3c2)CC1
(27) CCn1c(=O)n(CC)c2cc(N3CCCC3)c(NC(=O)c3c(F)cccc3F)cc21
(28) CC(NC(=O)C(=O)NCC1CCCO1)c1ccccc1 (centres undefined)
(29) CCCc1cc(C(=O)OC)c(NC(=O)c2cc(C)on2)s1
(30) Cc1cccc(N2CC(O)(c3cccs3)[N+]3=C2CCCC3)c1C (centres undefined)
(31) CC1(C)NC(=O)N(CC(O)COc2ccc(N3C(=O)c4ccccc4C3=O)cc2)C1=O (centres undefined)
(32) CCOc1ccc(NS(=O)(=O)c2ccc(SC)cc2)cc1
Compound	25	26	27	28	29	30	31	32
KOR beta-arrestin-1	2.6%	3.1%	4.0%	-4.4%	-0.6%	2.2%	4.3%	-4.1%
NOD1 inhibition	-23%	7%	-6%	-16%	-20%	-22%	-20%	-16%
GPR55 antagonists	0%	1%	4%	4%	6%	12%	16%	10%
West Nile antiviral	0.3%	-0.7%	0.3%	-0.1%	0.1%	-0.1%	-0.1%	-0.1%
NS5 inhibitors	5%	-4%	14%	-6%	-4%	-2%	1%	-2%
GPR55 beta-arrestin	-0.1%	1.1%	-0.2%	-0.4%	0.4%	-0.6%	-0.2%	0.5%
KOR beta-arrestin-2	19%	-20%	9%	12%	-26%	-3%	-19%	-4%
GPR35 antagonists	19%	9%	4%	-6%	-14%	2%	13%	-8%
HIV fusion peptide	-3.1%	6.4%	1.1%	0.5%	1.3%	3.1%	-1.3%	0.1%

# 3 compounds out of the list above, sorted by the value under GPR55 beta-arrestin, descending.
no.	canonical_smiles	GPR55 beta-arrestin
13	N#Cc1ccc(C23CC4(C2)[C@H](CN(Cc2ccc(-c5ccccc5)cc2)[C@@H]4c2ccccc2)C3c2ccc(Cl)nc2)cc1 (some centres undefined)	0.7%
22	COc1ccccc1N=C1SCC(=O)N1Cc1ccco1	0.2%
30	Cc1cccc(N2CC(O)(c3cccs3)[N+]3=C2CCCC3)c1C (centres undefined)	-0.6%

# Other entries
(33) CCn1c(C)nnc1SCC(=O)Nc1cccc(Cl)c1
(34) O=C(Cn1c(COc2ccccc2)nc2ccccc21)Nc1cc(Cl)ccc1Cl
(35) Cc1nnc(SCCn2c(Br)nc3c2c(=O)[nH]c(=O)n3C)s1
(36) O=C(CSc1nc2ccccc2[nH]1)NC1CCCC1
(37) O=C(N/N=C/c1cn(-c2cccs2)nc1-c1ccccc1)c1ccccc1Cl
(38) Cn1c(SCC(=O)c2ccc3c(c2)OCO3)nnc1-c1ccccn1
(39) CN(C)C(=O)c1cc(C(=O)c2ccc(F)cc2F)c[nH]1
(40) Cc1ccccc1CNS(=O)(=O)c1c(C(=O)N2CCCC2)c(C)n(C)c1C
Compound	33	34	35	36	37	38	39	40
KOR beta-arrestin-1	1.2%	.	-8.4%	-1.6%	6.2%	0.0%	-2.2%	0.5%
NOD1 inhibition	-29%	-86%	2%	-27%	-46%	-19%	-12%	7%
GPR55 antagonists	-3%	0%	5%	10%	0%	-17%	-1%	-4%
West Nile antiviral	-0.1%	0.1%	.	-0.5%	-1.1%	0.2%	0.9%	1.2%
NS5 inhibitors	-1%	-5%	2%	0%	-7%	-1%	0%	-9%
GPR55 beta-arrestin	-0.2%	-0.4%	-0.2%	-0.4%	-0.3%	0.2%	0.3%	0.6%
KOR beta-arrestin-2	-38%[20 µM]	.	2%	-15%	1%	-16%	-22%	-12%
GPR35 antagonists	-1%	-12%	3%	4%	-9%	-11%	3%	2%
HIV fusion peptide	-0.8%	0.9%	0.7%	1.3%	2.3%	0.7%	0.0%	0.0%

(41) COCCN(CCOC)C(=O)Nc1ccc(Cl)cc1
(42) CCN1CCOC(CC(=O)Nc2ccc([N+](=O)[O-])cc2)C1=O (centres undefined)
(43) CCC(NC(=S)Nc1ccccc1)C(=O)O (centres undefined)
(44) Cc1ccc(C(=O)Nc2ccc(C(=O)O)cc2)cc1S(=O)(=O)Nc1cccc([N+](=O)[O-])c1
(45) Cc1ccc(-c2cc(C(=O)NCc3cccnc3)no2)cc1
(46) O=C(Oc1ccc(/C=N/NC(=O)c2ccccn2)cc1)c1cccc(F)c1
(47) COc1ccnc2c1c(=O)n(Cc1ccccc1Cl)c(=O)n2C
(48) COc1ccc(CCNC(=O)Cn2nnc(-c3ccccc3F)n2)cc1OC
(49) O=C(Nc1ncccn1)c1cc(-c2cccc(Br)c2)nc2ccccc12
(50) COc1cc(CC(NC(C)=O)C(=O)NC2CCN(C(=O)C3CC3)CC2)cc(OC)c1 (centres undefined)
Compound	41	42	43	44	45	46	47	48	49	50
KOR beta-arrestin-1	-2.3%	2.4%	8.9%	-4.2%	-3.1%	7.7%	5.0%	-3.7%	0.5%	-8.3%
NOD1 inhibition	-24%	-4%	-20%	-27%	-18%	-56%	-2%	10%	-10%	-24%
GPR55 antagonists	-4%	6%	16%	-1%	16%	4%	-23%	-17%	19%	4%
West Nile antiviral	0.1%	0.1%	-0.1%	0.8%	-0.8%	-0.2%	-1.6%	-0.2%	1.0%	0.0%
NS5 inhibitors	-5%	-8%	-8%	16%	3%	1%	2%	1%	-7%	-5%
GPR55 beta-arrestin	0.6%	-0.3%	-0.3%	-0.2%	-0.2%	-0.1%	-0.2%	0.2%	-0.4%	0.3%
KOR beta-arrestin-2	-7%	13%	0%	-5%	-6%	8%	-55%	17%	.	13%[20 µM]
GPR35 antagonists	14%	-18%	-12%	9%	-8%	-4%	-12%	-4%	-3%	-6%
HIV fusion peptide	-0.3%	-1.0%	0.6%	28%	1.0%	1.1%	0.2%	-1.1%	0.9%	1.0%

# Single values from the entries so far:
# For GPR55 antagonists, entry 45 reads 16%
# For GPR55 antagonists, entry 8 reads 0%
# For NS5 inhibitors, entry 11 reads -2%
